Bioassay records (PubChem BioAssay)
KDM5B inhibitor – blocks human KDM5B histone demethylase activity; Q9UGL1; KDM5B demethylase, FDH-coupled NADH fluorescence (FDH is formaldehyde dehydrogenase); Potency, µM (titrated, usually from 57.7 µM), for the others: top-dose activity change, negative = inhibition, most hits filed as inhibitors; hit rate 2.6% among 220,000; AID 1347165; active = well fitted inhibition curve with a large enough effect; inconclusive = small, poorly fitted or top-dose-only effect; inactive = no such curve, though single readings can be large or run the other way; note: 0% is about no effect; nearly all actives have a fitted effect of over 70% in size
Target sequence (Q9UGL1 whole entry, looked up): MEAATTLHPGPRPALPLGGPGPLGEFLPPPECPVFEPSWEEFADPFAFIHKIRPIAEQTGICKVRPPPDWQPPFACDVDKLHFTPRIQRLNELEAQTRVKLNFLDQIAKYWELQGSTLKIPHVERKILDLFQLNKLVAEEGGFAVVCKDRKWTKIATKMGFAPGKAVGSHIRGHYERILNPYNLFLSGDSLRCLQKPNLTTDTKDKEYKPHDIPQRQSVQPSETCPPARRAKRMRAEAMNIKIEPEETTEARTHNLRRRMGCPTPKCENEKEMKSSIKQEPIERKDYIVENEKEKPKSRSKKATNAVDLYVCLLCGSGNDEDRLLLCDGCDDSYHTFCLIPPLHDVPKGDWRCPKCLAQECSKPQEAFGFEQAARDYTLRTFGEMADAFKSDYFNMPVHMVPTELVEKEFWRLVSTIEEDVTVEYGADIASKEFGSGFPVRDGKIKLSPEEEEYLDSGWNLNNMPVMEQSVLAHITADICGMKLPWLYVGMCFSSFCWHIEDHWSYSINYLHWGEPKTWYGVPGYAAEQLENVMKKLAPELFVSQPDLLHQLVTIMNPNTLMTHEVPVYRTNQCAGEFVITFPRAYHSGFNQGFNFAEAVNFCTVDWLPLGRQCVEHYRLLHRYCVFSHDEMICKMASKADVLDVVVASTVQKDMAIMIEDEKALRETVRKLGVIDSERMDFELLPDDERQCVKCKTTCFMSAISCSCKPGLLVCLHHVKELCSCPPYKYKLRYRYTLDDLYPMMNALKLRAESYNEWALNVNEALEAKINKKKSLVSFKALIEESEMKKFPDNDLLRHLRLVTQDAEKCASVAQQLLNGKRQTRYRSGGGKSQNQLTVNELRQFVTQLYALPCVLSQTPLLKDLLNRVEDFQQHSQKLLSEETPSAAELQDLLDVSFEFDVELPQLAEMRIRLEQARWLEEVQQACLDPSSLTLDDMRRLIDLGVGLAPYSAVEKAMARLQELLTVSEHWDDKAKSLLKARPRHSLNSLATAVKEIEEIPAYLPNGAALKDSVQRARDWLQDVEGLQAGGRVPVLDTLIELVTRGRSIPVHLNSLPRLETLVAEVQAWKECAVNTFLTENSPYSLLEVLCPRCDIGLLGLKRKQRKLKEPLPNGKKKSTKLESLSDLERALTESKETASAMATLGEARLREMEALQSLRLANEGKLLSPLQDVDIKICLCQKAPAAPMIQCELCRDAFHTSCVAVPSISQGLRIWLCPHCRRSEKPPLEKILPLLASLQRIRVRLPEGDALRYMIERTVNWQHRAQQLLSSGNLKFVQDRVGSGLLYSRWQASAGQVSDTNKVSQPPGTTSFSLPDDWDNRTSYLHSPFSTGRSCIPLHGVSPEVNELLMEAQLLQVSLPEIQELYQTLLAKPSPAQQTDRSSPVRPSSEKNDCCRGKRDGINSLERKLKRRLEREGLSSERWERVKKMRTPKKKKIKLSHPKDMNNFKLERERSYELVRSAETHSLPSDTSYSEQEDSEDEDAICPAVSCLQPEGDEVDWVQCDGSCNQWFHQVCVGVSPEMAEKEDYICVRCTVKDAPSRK
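Compound dilutions met 200 nM (final) KDM5BΔAP for 10 min at room temperature before substrate addition. The substrate mix held 12.5 µM H3K4me3 with cofactors 25 µM α-ketoglutarate and 50 µM Fe²⁺. NADH signal gain over 30 min defined activity.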
An asterisk follows results filed as active; i = inactive; ? = inconclusive; [ ] = remark or other dose. Potency is the fitted concentration of half-maximal effect. This is a subset, so the mix of outcomes need not match the whole.

KDM5B inhibitor	SMILES
-18.1%	CNC(=O)N1CCC(Oc2ccccc2-c2nc(C3CC3)no2)C1 (stereo not given)
-1.0%	Cc1cccc(N2C(=O)c3ccccc3NC2c2cn(C)c(=O)n(C)c2=O)c1 (stereo not given)
?	Cc1cccn2cc(-c3cccc(NC(=O)C(C)C)c3)nc12
i	Fc1ccc(Cc2nc3nccc(-c4cc5ccccc5o4)n3n2)cc1
2.6%	N#Cc1ccc(C(=O)NC2CCCC(C(F)(F)F)C2)cc1 (stereo not given)
-10.0%	COC[C@@H]1CN(C(=O)c2ccoc2)C[C@H]1c1ccccn1
-19.1%	O=C(N[C@@H]1CN(C(=O)COc2ccc(F)cc2)CC[C@@H]1CO)C1CC1
?	CC(C)NC(=O)c1cnc2sc(N3CCCCCC3)nn2c1=O
-16.0%	Cc1noc(-c2ccc(N3CCCCC3C)c([N+](=O)[O-])c2)n1 (stereo not given)
10.5%	CC1=C(C(=O)Nc2ccccc2)C(c2ccc(C)cc2)NC(=O)N1 (stereo not given)
-15.0%	COc1ccc(-n2c(Cc3ccccc3)nnc2SCc2nc(-c3ccccc3C)no2)cc1
-9.4%	CCN(CC)C(=O)CCc1ccc2c(c1)CN(C(=O)NC(C)C)CCO2
-9.9%	CCCCN(C)CCCNC(=O)CN1C(=O)COc2ccc(S(=O)(=O)N3CCOCC3)cc21
16.5%	Cc1ccc(NC(=O)Cn2c(=O)n(-c3ccc(F)cc3)c(=O)c3c2cc(C)n3C)c(C)c1
-16.1%	CC(=O)N1c2ccccc2CC1C(=O)N1CCN(c2cc(Cl)ccc2C)CC1 (stereo not given)
13.6%	Cc1noc(C)c1CCC(=O)NC1CCc2nn(CC3CC3)c(=O)n2CC1 (stereo not given)
27.6%	COc1ccc(C(=O)COc2ccc(F)cc2)c(O)c1
-8.7%	O=C(NCCNC(=O)c1cc2ccccc2[nH]1)C(=O)N1CCN(c2ccccc2)CC1
9.1%	O=C1CC(NCCc2ccccc2)C(=O)N1CCc1ccccc1 (stereo not given)
17.5%	Cc1ccccc1-n1c(SCC(=O)N/N=C/c2ccccc2OCC(=O)O)nc2ccccc2c1=O
8.0%[86.2 µM]	CC1=C[C@@H](CN2CCC(C)CC2)[C@H](C(C)C)C[C@H]1Cc1nnc(-c2cccnc2)o1
-22.6%	CC(C)c1ccc2cc(C(=O)NCc3ccco3)[nH]c2c1
31.6µM*	O=C(Nc1ccc(Oc2ccccc2)cc1)O[C@@H]1CO[C@H]2[C@@H]1OC[C@@H]2NC(=S)Nc1cccc2ccccc12
?	CN1CC(=O)N(C2CCCNC2)Cc2c(NCCCN3CCCCC3)ncnc21 (stereo not given)
25.1µM*	CCOc1ccccc1C(=O)NCc1nnc2ccc(-c3ccccc3)nn12
?	Cc1ccc2nc(-c3ccc(NC(=O)CN4CCN(c5ccccn5)CC4)cc3)sc2c1
28.2µM*	CC(C)Cc1nc2nccc(-c3ccc4c(c3)OCCCO4)n2n1
5.4%	Cc1cc(C)c2oc(C(=O)Nc3ccc(S(=O)(=O)N(C)Cc4ccccc4)cc3)cc(=O)c2c1
-17.5%	Oc1ccc(-c2nc(C3CC3)nc3c2CN(Cc2ccncc2)CC3)cc1
?	O=C(CCc1ccccc1)N1CCN(c2cc(-c3cccs3)[nH]n2)CC1
5.0%	Cc1noc(C)c1CCC(=O)N[C@@H]1CN(c2ccncn2)C[C@H]1CN(C)C
39.5%[activator]	CC(=O)c1ccc(OCC(=O)Nc2ccccc2C(=O)NC2CC2)cc1
-19.6%	CC(NC(=O)c1cc2n(n1)CC(c1ccc(Cl)cc1)OC2)c1ccccc1 (stereo not given)
?	Cc1nn(C)c2c1c(C(F)(F)F)cc(=O)n2CC(=O)N1CCCCC1
-11.1%	CCOC(=O)c1c(C)oc2nc(C)nc(N(CC(C)C)CC(C)C)c12
2.7%	COc1ccc(OC)c(NC(=O)Cn2c(C)cc3nc4n(c(=O)c32)CCCCC4)c1
7.1%	CN1CCN(c2nnc(-c3ccc(Cl)cc3)c3ccccc23)CC1
-10.5%	CCC(=O)c1c[nH]c(C(=O)N2CCOCC2)c1
-2.8%	O=C(Nc1cc(F)ccc1F)N1CCC2(CC1)Oc1ccccc1C(=O)N2Cc1ccccc1F
28.3%	COCC1(c2nc(C3CCOCC3)nn2C(C)(C)C)CC1
-6.5%[115 µM]	Cc1ccc(C(=O)N2CCc3nc(C4CC4)nc(-c4ccc(Cl)cc4)c3C2)cc1
-10.9%	COc1ccc(Nc2ncnc3onc(C)c23)cc1Cl
-20.6%	Fc1ccc(Nc2c3c(nc4ccccc24)CCC3)cc1
-21.1%	O=C(Cc1ccc(N(Cc2ccccc2)C(=O)c2ccco2)cc1)N1CCOCC1
?	COc1ccc(NC(=O)c2cc([N+](=O)[O-])ccc2NC(=O)CNCc2ccccn2)c(OC)c1
-2.3%	CCOC(=O)C1=C(C)OC(n2cccc2)=C(C#N)C1c1ccc(OC)c(OC)c1OC (stereo not given)
16.3%	O=C(NCc1ccccn1)c1ccc2c(c1)CCC2
31.8%	COc1ccc(C(=O)Nc2ccc3c(c2)OCCCO3)c(O)c1

Reprinted from the entries so far for reference:
KDM5B inhibitor	SMILES
-18.1%	CNC(=O)N1CCC(Oc2ccccc2-c2nc(C3CC3)no2)C1 (stereo not given)
-1.0%	Cc1cccc(N2C(=O)c3ccccc3NC2c2cn(C)c(=O)n(C)c2=O)c1 (stereo not given)
?	Cc1cccn2cc(-c3cccc(NC(=O)C(C)C)c3)nc12
i	Fc1ccc(Cc2nc3nccc(-c4cc5ccccc5o4)n3n2)cc1
2.6%	N#Cc1ccc(C(=O)NC2CCCC(C(F)(F)F)C2)cc1 (stereo not given)
-10.0%	COC[C@@H]1CN(C(=O)c2ccoc2)C[C@H]1c1ccccn1
-19.1%	O=C(N[C@@H]1CN(C(=O)COc2ccc(F)cc2)CC[C@@H]1CO)C1CC1
?	CC(C)NC(=O)c1cnc2sc(N3CCCCCC3)nn2c1=O
-16.0%	Cc1noc(-c2ccc(N3CCCCC3C)c([N+](=O)[O-])c2)n1 (stereo not given)
10.5%	CC1=C(C(=O)Nc2ccccc2)C(c2ccc(C)cc2)NC(=O)N1 (stereo not given)
-15.0%	COc1ccc(-n2c(Cc3ccccc3)nnc2SCc2nc(-c3ccccc3C)no2)cc1
-9.4%	CCN(CC)C(=O)CCc1ccc2c(c1)CN(C(=O)NC(C)C)CCO2
-9.9%	CCCCN(C)CCCNC(=O)CN1C(=O)COc2ccc(S(=O)(=O)N3CCOCC3)cc21
16.5%	Cc1ccc(NC(=O)Cn2c(=O)n(-c3ccc(F)cc3)c(=O)c3c2cc(C)n3C)c(C)c1

Going on with the list:
KDM5B inhibitor	SMILES
18.6%	C=CCn1c(=O)c2c(nc(-n3nc(C)c(C)c3C)n2CC(=C)C)n(C)c1=O
23.0%	CC(=O)Nc1cccc(C(C)NC(=O)Nc2ccc(C(F)(F)F)cc2)c1 (stereo not given)
-4.0%	O=C1CN(CC(=O)Nc2cccc3ncccc23)CCN1
19.3%	CCCCN(C)C(=O)C1CCN(C(=O)/C=C/c2c(Cl)cccc2Cl)CC1
?	COc1cccc2sc(N3CCN(C(=O)CCS(=O)(=O)c4ccc(F)cc4)CC3)nc12
6.4%	CCN(CC)S(=O)(=O)c1ccc(NC(=O)CN2C(=O)c3ccccc3S2(=O)=O)cc1
21.5%	O=C(CSc1nccc(-c2cccs2)n1)Nc1ccc(F)c(Cl)c1
7.3%	Cc1ccc(NC(=O)Nc2cccc(C)n2)cc1
18.8%	C=CCOc1ccc(NC(=O)c2ccccc2)cc1
-7.4%	CC(Sc1ccc2ccccc2n1)C(=O)O (stereo not given)
?	Cc1ccc(C(=O)NCC(=O)OCc2cc(=O)oc3cc(O)ccc23)cc1C
?	Cc1ccc(CN2CC(C(=O)NCCc3ccncc3)C3(CCOCC3)C2)s1 (stereo not given)
10.6%	COC(=O)C1CCN(Cc2cc(=O)oc3c(C)c(C)ccc23)CC1
-8.7%	CCCCNC(=O)c1cnc2c(-c3ccc(OCC)c(OCC)c3)c(C)nn2c1-c1ccccc1
15.5%	C=CCc1c(C)nc(Nc2nc(C)c3ccc(C)cc3n2)[nH]c1=O
5.0%	Nc1oc2ccccc2c(=O)c1-c1ccc(Br)cc1
?	COc1ccc(CN2CCNc3cc(-c4ccccc4)ncc3C2)cn1
11.7%	CC(=O)N/C(=C\c1ccccc1)C(=O)OC(C)C(=O)Nc1ccccc1F (stereo not given)
-23.2%	CC1=C(C(N)=O)C(c2ccc(C(C)C)cc2)n2nc(SCc3ccccc3)nc2N1 (stereo not given)
?	NC(=O)c1cc(Cc2ccccc2)sc1NC(=O)c1ccccc1
9.1%	COc1cccc(-c2nc(N3CCCC3)c3ccccc3n2)c1O
15.1%	CN(C(=O)Cn1cc(C(F)(F)F)ccc1=O)c1c(N)n(Cc2ccccc2)c(=O)[nH]c1=O
-1.2%	CC(C)C(=O)N1N=C(c2ccc(Cl)cc2Cl)CC1c1ccc2nccnc2c1 (stereo not given)
-31.0%	COc1ccc(C)cc1NC(=O)N1CCCC1c1nncn1C1CCCC1 (stereo not given)
-7.0%	Cc1cccc(C)c1NC(=O)CSc1nc2ccccc2c2nc(CCc3c(C)n[nH]c3C)nn12
-10.5%	COc1ccc(Nc2ncc3c(n2)CCN(C(=O)OC(C)(C)C)C3)cc1
-1.4%	N#CCC(=O)Nc1ccc(C(=O)Nc2cccc(S(N)(=O)=O)c2)cc1
?	C=C(C)COc1ccc2c(C)c(CC(=O)NCCc3ccc(S(N)(=O)=O)cc3)c(=O)oc2c1
?	CCCS(=O)(=O)c1ncc(Cl)c(C(=O)N(Cc2ccc(C)cc2)C2CCS(=O)(=O)C2)n1 (stereo not given)
-13.7%	Cc1nc(-c2cccs2)c(CC(=O)N2CCc3ccccc3C2)s1
5.4%	COc1ccc(-c2noc(COc3ccc(C)cc3C)n2)cc1OC
-11.5%	CCN(C(=O)C1CCCN(c2ncnc3c2nc2n3CCCCC2)C1)c1cccc(Cl)c1 (stereo not given)
33.2%[activator]	O=C(Nc1ccnn1C1CCN(Cc2nccs2)CC1)c1ccc2c(c1)OCO2
-1.3%	COC(=O)C(C#N)c1nc2ccccc2nc1N1CCN(Cc2ccccc2)CC1 (stereo not given)
?	CCCC(=O)Nc1ccc2oc(-c3cc(F)c(F)cc3Cl)nc2c1
-25.3%	CCOC(=O)c1cc(-c2ccccc2)n(-c2cccc(C(=O)Nc3cccc(C(C)=O)c3)c2)c1C
38.2%	CSc1ccc(C(=O)N2CCC(n3nccc3NC(=O)C3CC3)CC2)cc1
-18.9%	Cc1cc(C)cc(-n2ccn(Cc3ccccc3C)c(=O)c2=O)c1
16.0%	COc1ccc(CNc2nc(SCc3ccc(Cl)cc3)nc3ccccc23)cc1
2.4%[86.2 µM]	c1cncc(-c2nnc3n2CCN(Cc2cncs2)C3)c1
-1.0%	COc1ccc(C(=O)NCC(c2ccc(Cl)cc2)N2CCCCC2)cc1 (stereo not given)
-19.6%	CCOC(=O)c1csc(COc2ccccc2Cl)n1
?	COc1ccc(C(=O)N2CCCC(O)(CN3CCCC3)C2)c(OC)c1 (stereo not given)
7.7%	COc1ccc(Cn2ccn(CC(=O)Nc3cc(C)ccc3C)c(=O)c2=O)cc1
-6.1%	CN1CCCCCCN(C(=O)c2ccc3ncccc3c2)[C@H]2CCC[C@H]2C1=O
-25.3%[86.2 µM]	Cc1ccc2c(c1)nc1n2[C@@H](CNC(=O)c2ccc(C#N)cc2)COC1
?	CCCCc1nn2c(C)c(-c3ccc(OCC)cc3)nc2s1
?	Cc1nc(CCNC(=O)C2CCCN(c3nc(-c4ccccc4)nc4c3CCC4)C2)n[nH]1 (stereo not given)
31.6µM*	COc1cc(CNC(=O)c2cc(-c3ccc(F)cc3)cc3ncn(C)c23)ccn1
-23.4%	CC(C)n1ncc2cc(NC(=O)c3cc(S(=O)(=O)N4CCCCC4)ccc3N3CCCC3)cnc21
-7.7%	CCCN(C)c1nccnc1OC1CCN(C(=O)C(CC)CC)C1 (stereo not given)
-10.2%	COc1ccc(C2C=C(c3ccc(Cl)cc3)Nc3nnnn32)c(OC)c1OC (stereo not given)
8.8%	CC(Sc1nc(N)cc(N)n1)C(=O)c1ccc(Cl)cc1 (stereo not given)
5.4%	COC(=O)C(C)(Cc1ccccc1)CC(C)(CC1(C)CC(C)(C(=O)OC)OC1=O)C(=O)OC (stereo not given)
0.0%	CCOCCOC1CCN(S(=O)(=O)c2c(C)noc2C)CC1
?	Cc1cccc(C(=O)Nc2sc3c(c2C(=O)N2CCCCC2)CCC(C)C3)c1 (stereo not given)
13.8%	CCCc1ccc(C(NC(=O)c2nn(C)c(=O)c3ccccc23)c2cccs2)cc1 (stereo not given)
34.8%[activator]	CN(Cc1ccsc1)C(=O)Cc1cccc(F)c1
?	O=C(NCc1ccc(F)cc1)C1CCCN(c2nc3ncccc3o2)C1 (stereo not given)
11.4%	Cc1cc(CN2CCC3(CC2)CCN(Cc2c(C)n[nH]c2C)CC3CO)on1 (stereo not given)

Following part
KDM5B inhibitor	SMILES
-5.4%	COc1ccc(F)cc1CSc1nnc(C2CC2)n1Cc1ccccc1
19.0%	Cc1ncc(C(=O)NC(c2ccccc2)c2nnc(N)s2)c(=O)[nH]1 (stereo not given)
12.2%	CCOc1ccc(C2C(C(=O)Nc3ccc(C)cc3C)=C(C)Nc3c(C(=O)Nc4ccc(C)cc4)cnn32)cc1OC (stereo not given)
-4.7%	CNC(=O)N1CCC(C2CCN(C(=O)CCc3ccccc3)C2)CC1 (stereo not given)
3.0%	CCCCn1c(=O)c2ccccc2n(CC(=O)N(C)c2cccc(C)c2)c1=O
?	Cc1ccc(-n2cc(CN3CCN4CCCC4C3)c(-c3cccc(C)c3)n2)cc1 (stereo not given)
31.3%	COc1ccccc1CN(Cc1ccccc1C)C(=O)[C@H]1CCC[C@H](O)C1
10.2%	Cc1cnc(CCNC(=O)Nc2ccc3c(c2)OCCO3)n1C1CCC1
